Screens deposited in PubChem by several laboratories.
Efflux pump mplx: inhibitors of Candida antifungal efflux pumps expressed in yeast; 0.44% of 330,000 active; S. cerevisiae Candida pump triplex, Nile Red efflux; inhibition, % at 10 µM;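 active = plate passing quality check with inhibition over a set limit, or well fluorescence over plate mean plus 4 SD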;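 note: Nile Red retained in pooled yeast measured as flow cytometry median fluorescence; 0% = buffer negative control and 100% = Enniatin B positive control; higher means more Nile Red kept so more efflux inhibition; some compounds called inactive have numbers as strong as hits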
CR mimetic SO: yeast age-related superoxide inhibition as caloric restriction mimetic; 0.18% of 330,000 active; superoxide response (% of plate mean), % at 10 µM; AID 2690; S. cerevisiae aged cells, superoxide DHE fluorescence; stronger effect = lower value;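 active = superoxide response under a set limit, about three screen SD below normal, cut at about 65% in these data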;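 note: yeast aged for seven days with compound at 30 °C before DHE staining; 100% = average MFI of all compound-treated wells on the plate with controls excluded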
GLD-1 RNA inh: GLD-1-TGE RNA interaction inhibition (C. elegans); inhibition, % at 5.96 µM; AID 2280; 0.44% of 320,000 active; Q17339; purified GLD-1 + fluorescein TGE RNA, fluorescence polarization;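 active = percent inhibition above a per-plate cutoff, the plate mean of test compounds plus 3 SD, cut at about 30% in these data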;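 note: 0% = DMSO wells with GLD-1 and probe and 100% = wells lacking GLD-1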
Target sequence (Q17339 whole entry, looked up): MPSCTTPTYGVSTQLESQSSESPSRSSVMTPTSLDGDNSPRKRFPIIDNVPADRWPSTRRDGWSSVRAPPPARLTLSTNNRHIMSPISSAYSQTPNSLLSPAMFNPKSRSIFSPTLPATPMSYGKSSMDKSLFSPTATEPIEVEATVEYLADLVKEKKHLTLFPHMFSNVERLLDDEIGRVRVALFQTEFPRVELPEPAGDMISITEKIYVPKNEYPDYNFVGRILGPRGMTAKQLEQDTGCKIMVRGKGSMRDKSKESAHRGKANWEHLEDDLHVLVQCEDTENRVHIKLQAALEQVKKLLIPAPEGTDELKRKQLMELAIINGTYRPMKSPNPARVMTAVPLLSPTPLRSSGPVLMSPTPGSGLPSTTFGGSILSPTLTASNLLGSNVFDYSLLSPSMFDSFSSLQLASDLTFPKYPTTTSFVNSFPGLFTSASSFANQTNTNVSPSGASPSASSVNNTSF
Fam108B inh: counter-screen for RBBP9 inhibitors: inhibitors of mouse Fam108B; recombinant Fam108B, FP-Rh probe fluorescence polarization; inhibition, % at 9.51 µM; 0.33% of 300,000 active;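 active = inhibition above the screen mean inhibition plus 3 SD, computed separately per campaign, cut at about 18% in these data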;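 note: inhibitors lower polarization as less probe binds the enzyme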
MCL1 BIM primary: inhibitors of human MCL1 binding to BIM-BH3 peptide; GST-MCL1 / FITC-Bim-BH3 fluorescence polarization; Q07820; inhibition, % at 10.9 µM; 0.68% of 320,000 active;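 active = inhibition above the mean inhibition of all tested compounds plus 3 SD, set per campaign, cut at about 40% in these data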;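 note: 0% = DMSO wells and 100% = unlabeled Bim-BH3 peptide control; higher means more loss of mP so more displacement of Bim peptide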
Target sequence (Q07820 whole entry, looked up): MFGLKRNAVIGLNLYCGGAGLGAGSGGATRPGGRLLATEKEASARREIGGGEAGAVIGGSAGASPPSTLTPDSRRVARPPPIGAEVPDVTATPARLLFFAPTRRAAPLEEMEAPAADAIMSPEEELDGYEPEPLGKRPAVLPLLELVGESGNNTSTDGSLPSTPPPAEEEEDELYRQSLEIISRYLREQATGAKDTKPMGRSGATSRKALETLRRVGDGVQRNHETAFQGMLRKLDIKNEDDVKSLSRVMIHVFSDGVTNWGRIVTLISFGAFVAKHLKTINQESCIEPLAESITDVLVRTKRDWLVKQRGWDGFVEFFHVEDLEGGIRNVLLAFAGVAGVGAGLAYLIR
ZTA DNA inh: blocks Epstein-Barr virus ZTA, an EBNA-1 counter-screen. P03206. ZTA-DNA binding, fluorescence polarization. inhibition, % at 11 µM. 0.15% of 320,000 active. AID 2234; in the data active = inhibition above about 33%
Bcl-xL primary: Bcl-xL (human) inhibition. Q07817. GST-Bcl-xL / FITC-Bim BH3 peptide fluorescence polarization. 0.7% of 320,000 active. inhibition, % at 10.9 µM;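 active = inhibition above the mean of all tested compounds plus 3 SD, cutoff set per campaign, cut at about 30% in these data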;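 note: 0% = DMSO wells and 100% = unlabeled Bim-BH3 peptide competitor; inhibitors lower millipolarization by displacing the labeled peptide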
Target sequence (Q07817 whole entry, looked up): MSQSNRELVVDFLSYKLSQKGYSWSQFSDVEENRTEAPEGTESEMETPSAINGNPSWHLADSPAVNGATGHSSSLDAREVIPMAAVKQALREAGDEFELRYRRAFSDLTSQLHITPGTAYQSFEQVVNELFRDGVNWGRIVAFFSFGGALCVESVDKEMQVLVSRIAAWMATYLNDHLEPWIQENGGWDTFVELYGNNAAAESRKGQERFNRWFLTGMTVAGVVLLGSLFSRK
MEX-5 binding: C. elegans MEX-5 TCR-2 RNA binding activity; Q9XUB2; MEX-5/FITC-TCR2 RNA binding, fluorescence polarization; stronger effect = lower value; activity score (negative = inhibition of binding), % at 10 µM; 0.38% of 300,000 active; AID 1832;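 active = inhibition past about -25% in most replicates, and total fluorescence under double the plate's negative control median, limit read from the data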;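 note: 0% = DMSO and -100% = 5 µM competing unlabeled TCR2 RNA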
EBNA-1 inhibitor: blocks EBNA-1 binding to DNA. EBNA-1 DNA binding, fluorescence polarization. inhibition, % at 14.8 µM. 0.34% of 300,000 active; in the data active = inhibition above about 28%
Numbers without * were called inactive; . = not tested or not shown. Not a hit list; about 2.3% have a hit in one of these screens.

#	SMILES	EBNA-1 inhibitor	ZTA DNA inh	Efflux pump mplx	Fam108B inh	MCL1 BIM primary	Bcl-xL primary	CR mimetic SO	MEX-5 binding	GLD-1 RNA inh
1	CCc1noc(C)c1C(=O)N1CCN(S(=O)(=O)c2ccc(Cl)cc2)CC1	.	1	-0.2	.	3	2	92	.	4
2	COc1ccc(-c2csc(NC(=O)c3cc(-c4cccs4)nc4ccccc34)n2)c(OC)c1	9	4	0.2	-17	-2	1	110	-0.7	-2
3	Cc1c(C)[n+](=O)c2c(n1[O-])CCC2	-12	6	0.3	3	-1	4	94	2.9	-3
4	COc1ccccc1NC(=S)N(CCc1nc2cc(C)c(C)cc2[nH]1)Cc1cccnc1	-1	-10	0.1	1	-1	-4	83	0.1	1
5	Cc1ccc(S(=O)(=O)N2CCN(C(=O)N3CCOCC3)C2c2ccc(N(C)C)cc2)cc1 (centres undefined)	4	1	0.0	1	5	4	104	-2.2	5
6	CC(=O)Nc1nc2c(F)cccc2s1	2	-1	0.1	1	0	3	112	0.7	0
7	Cc1cc(NC(=O)c2ccccc2F)n(-c2nc3ccccc3[nH]2)n1	10	-1	-0.1	-8	12	4	88	-0.2	2
8	CC(=O)N1CCN(c2ccc(NC(=O)COc3ccc(Cl)cc3Cl)cc2)CC1	-7	-6	0.0	4	-1	7	100	0.3	1
9	Cc1ccc(C(=O)N/C(=C\c2cccs2)C(=O)NCCCn2ccnc2)cc1C	-10	-7	0.2	10	-5	4	96	4.0	-1
10	CC(=O)C1=C(C)NC(SCC(=O)c2ccc(Cl)c(Cl)c2)=C(C#N)C1c1ccco1 (centres undefined)	-16	5	-0.1	-4	-30	-16	109	-2.4	-15
11	Cc1cc(C(=O)NNC(=O)COc2c(C)cc(Br)cc2C)n[nH]1	-7	12	0.0	-2	2	0	97	0.7	0
12	Cn1c(=O)c2[nH]c(=O)cnc2n(C)c1=S	-7	-13	-0.5	1	4	4	92	-1.0	1
13	Cc1c(CN2CCC(CO)(CCOc3ccccc3)CC2)c(=O)n(-c2ccccc2)n1C	0	-1	0.1	-3	6	3	103	1.5	-4
14	O=C(NNC(=O)c1cccnc1)Nc1ccccc1	-2	-10	0.1	0	8	7	112	2.7	-2
15	CC(C)c1ccc(NS(=O)(=O)c2cccc3cccnc23)cc1	6	4	-0.1	7	-1	-1	101	1.4	3
16	Cc1nc(-c2ccccc2)sc1-c1nnc(C2CC2)o1	-4	-2	0.1	-2	5	-1	106	.	0
17	C/C(=N\Nc1nc(N)cc(Cl)n1)c1ccc(F)cc1	-7	-14	0.5*	2	-1	-3	87	1.2	-1
18	COc1cccc(N2CCN(C(=O)CC(NC(=O)c3ccccc3)c3ccccc3)CC2)c1 (centres undefined)	.	13	0.5	.	-1	-1	96	.	3
19	CC(C)(CC(=O)O)CC(=O)Nc1ccc(Oc2ccc(C(C)(C)C)cc2)nc1	11	-8	-0.1	5	-2	7	107	0.1	3
20	CC(C)(C)C(=O)NC(=S)Nc1ccccn1	-14	-3	0.2	-1	6	4	111	0.5	-6
21	O=C(N/N=C/c1ccco1)c1cc(Br)ccc1OCc1ccccc1	10	-12	0.1	-2	-5	1	105	-2.1	3
22	Cc1ccc(CN2C(=O)CC(Nc3ccc(N4CCOCC4)cc3)C2=O)cc1 (centres undefined)	0	-1	0.6	1	1	-1	96	-1.7	6
23	Cc1cccc(NC(=O)CSc2nc(C)c(CC(=O)c3ccc(Br)cc3)c(C)c2C#N)c1C	8	5	-0.1	3	6	5	112	-1.8	-6
24	O=C(CSc1nc2nn(-c3ccccc3)c(=O)c-2c2n1CCCCC2)NCCCc1ccccc1	5	0	0.1	-1	2	-3	92	-1.3	7
25	COC(=O)c1ccc(CN2CCC(n3nccc3NC(=O)C3CC3)CC2)cc1	4	9	0.0	-6	10	4	102	3.7	-1

The list continues:
#	SMILES	EBNA-1 inhibitor	ZTA DNA inh	Efflux pump mplx	Fam108B inh	MCL1 BIM primary	Bcl-xL primary	CR mimetic SO	MEX-5 binding	GLD-1 RNA inh
26	Cc1ccccc1C(=O)NC1CCN(CC(=O)Nc2ccccc2)CC1	0	-7	0.1	2	4	2	93	2.5	3
27	Cc1cccc(NC(=S)N2CCCC(c3nc4ccccc4[nH]3)C2)c1 (centres undefined)	-6	11	0.1	-4	7	2	99	-3.6	5
28	CC(=O)c1ccc(N2CCN(C(=O)c3ccc4c(=O)n(-c5ccccc5)c(=O)[nH]c4c3)CC2)cc1	0	7	-0.1	3	4	5	123	2.0	10
29	CCC(CC)C(=O)NCc1ccc(Cl)cc1	-4	-18	0.0	0	8	3	116	1.0	7
30	CCCN=C1N/C(=C\c2ccco2)C(=O)N1c1ccccc1	-9	5	-0.2	1	11	9	105	-1.5	20
31	Cc1ccc(-n2nc3c4c(cccc4c2=O)-c2ccccc2-3)cc1	1	14	0.0	-10	1	0	113	3.0	-6
32	CCOC(=O)C1C(O)=CC(=O)CC1c1ccccc1 (centres undefined)	-4	-6	-0.2	0	3	0	98	-3.3	8
33	COc1ccc(CCC(=O)NCc2ccccc2Cl)cc1OC	3	-7	0.1	2	-2	3	117	-0.5	3
34	COc1cccc(N2CCN(C3CC(=O)N(c4ccc(Cl)c(Cl)c4)C3=O)CC2)c1 (centres undefined)	-7	-4	0.0	-5	8	2	85	-0.1	6
35	CC(/C=N/n1c(-c2ccccc2)n[nH]c1=S)=C\c1ccco1	9	11	0.0	-1	-6	1	96	3.6	-5
36	O=Cc1ccc(OCC(=O)Nc2ccccc2-c2ccccc2)cc1	-16	6	0.3	-1	5	5	102	1.3	7
37	Fc1cccc(Cl)c1CSc1nnc(COc2cccc3cccnc23)o1	11	-9	0.1	1	3	3	88	2.5	-1
38	O=C(Nc1nc2ccc3ccccc3c2s1)c1ccc(N2CCCCC2)c([N+](=O)[O-])c1	0	-4	-0.1	0	-4	1	106	-2.7	7
39	COc1ccc(S(=O)(=O)Cc2ccc(C(=O)N3CC(C)CC(C)C3)o2)cc1 (centres undefined)	-11	-16	-0.1	-3	4	1	102	2.8	1
40	CC(C)C(=O)N(c1ccc2oc(=O)sc2c1)S(=O)(=O)c1cccs1	8	8	-0.3	4	15	3	98	1.7	4
41	CN(C(=O)c1ccc(NC(=O)Cc2ccc(NC(=O)C3CCCN(C(=O)c4ccccc4)C3)cc2)cc1)C1CC1 (centres undefined)	.	9	0.1	.	5	3	93	.	-5
42	CCOC(=O)N1CCN(c2nnnn2-c2ccccc2)CC1	-6	3	0.0	3	-3	-1	105	1.1	-4
43	N#Cc1cnn(Cc2ccc(Cl)cc2)c1N	-5	-12	0.2	4	3	-3	87	0.2	-1
44	O=C(Nc1ccccc1N1CCN(C(=O)c2ccc(Cl)cc2)CC1)c1cccnc1	4	9	0.0	0	0	-1	93	1.4	10
45	COCCNC(=O)C(=O)NNS(=O)(=O)c1ccc(Cl)cc1	2	7	-0.1	1	-2	-5	106	-2.1	6
46	C/C(=N\NC(=O)c1cccc(S(=O)(=O)N2CCCC2)c1)c1ccc(C)cc1	-8	1	0.2	1	0	4	99	-1.4	0
47	C/C(=N\NC(=O)c1ccccc1)c1ccc(NC(=O)c2cccs2)cc1	3	6	0.0	-4	9	7	93	-1.9	2
48	CCOC(=O)C1=C(COC(=O)/C=C/c2ccc(C)o2)NC(=O)NC1C (centres undefined)	.	-12	0.3	.	3	4	98	.	8
49	CCOC(=O)N1CCC(NC(=O)c2cnc3n(c2=O)CCS3)CC1	-7	0	0.2	3	4	7	105	4.5	-1
50	COc1ccc(-c2nnn(Cc3nc(N)nc(N4CCOCC4)n3)n2)cc1OC	2	-4	0.0	-5	-6	-1	94	.	-4

An excerpt of these results, in transposed form.
42: CCOC(=O)N1CCN(c2nnnn2-c2ccccc2)CC1
34: COc1cccc(N2CCN(C3CC(=O)N(c4ccc(Cl)c(Cl)c4)C3=O)CC2)c1 (centres undefined)
41: CN(C(=O)c1ccc(NC(=O)Cc2ccc(NC(=O)C3CCCN(C(=O)c4ccccc4)C3)cc2)cc1)C1CC1 (centres undefined)
48: CCOC(=O)C1=C(COC(=O)/C=C/c2ccc(C)o2)NC(=O)NC1C (centres undefined)
44: O=C(Nc1ccccc1N1CCN(C(=O)c2ccc(Cl)cc2)CC1)c1cccnc1
31: Cc1ccc(-n2nc3c4c(cccc4c2=O)-c2ccccc2-3)cc1
assay / compound	42	34	41	48	44	31
EBNA-1 inhibitor	-6	-7	.	.	4	1
ZTA DNA inh	3	-4	9	-12	9	14
Efflux pump mplx	0.0	0.0	0.1	0.3	0.0	0.0
Fam108B inh	3	-5	.	.	0	-10
MCL1 BIM primary	-3	8	5	3	0	1
Bcl-xL primary	-1	2	3	4	-1	0
CR mimetic SO	105	85	93	98	93	113
MEX-5 binding	1.1	-0.1	.	.	1.4	3.0
GLD-1 RNA inh	-4	6	-5	8	10	-6

Remaining list, next part.
#	SMILES	EBNA-1 inhibitor	ZTA DNA inh	Efflux pump mplx	Fam108B inh	MCL1 BIM primary	Bcl-xL primary	CR mimetic SO	MEX-5 binding	GLD-1 RNA inh
51	CC(=O)OCC(=O)NCc1ccc2c(c1)OCO2	6	3	-0.1	4	-3	1	98	2.7	-4
52	COc1ccccc1/C=C/C=c1\sc2nc(=O)c(Cc3ccccc3)nn2c1=O	-1	9	0.5	-10	20	7	92	1.7	-7
53	CN(C)S(=O)(=O)c1ccc2c(c1)c(=O)c(C(=O)N1CCOCC1)cn2C	6	3	0.1	2	4	1	99	0.7	-4
54	CCOCCCNC(=O)C(NC(=O)CC1NC(=O)NC1=O)c1ccc(Cl)cc1 (centres undefined)	-10	-18	0.4	-3	-19	-11	113	.	1
55	CC(Oc1ccccc1)C(=O)Nc1ccc(S(=O)(=O)N2CCCC2)cc1 (centres undefined)	-6	2	-0.3	8	2	3	109	1.1	-3
56	CN(C)C(=O)COc1ccc(Br)cc1	4	-4	0.1	0	9	5	101	-2.8	2
57	COC(=O)c1ccccc1NC(=O)CSc1ncccn1	-2	1	-0.1	1	3	6	101	0.7	6
58	Cc1ccc(C(=O)O)cc1NC(=O)c1ccc(Cn2nc(C)c(Cl)c2C)o1	0	6	-0.1	-1	4	2	107	-0.6	4
59	O=C(OCC(=O)N1CCOCC1)c1cccc(S(=O)(=O)Nc2ccc(F)cc2)c1	.	2	0.0	.	0	2	118	.	0
60	Cc1ccc2c(C)nc(Nc3nc(CSc4nc5ccccc5[nH]4)cc(=O)[nH]3)nc2c1	-7	7	0.0	-14	-1	3	100	1.4	-1
61	CNC(=O)c1ccc(NC(=O)c2ccc3c(=O)n4c(nc3c2)CCC4)cc1	.	-31	-0.1	.	-13	-8	113	.	1
62	Cc1cc(N2C(=O)NC(=O)CC2C)c(C)cc1C(C)C (centres undefined)	14	-3	0.0	1	0	2	111	-1.3	3
63	CCOC(=O)C1CCCN(C(=O)c2cccs2)C1 (centres undefined)	-6	8	-0.1	2	8	11	116	2.2	11

Part of the list above, with two lines to a compound.
Results follow in this order: EBNA-1 inhibitor	ZTA DNA inh	Efflux pump mplx	Fam108B inh	MCL1 BIM primary	Bcl-xL primary	CR mimetic SO	MEX-5 binding	GLD-1 RNA inh
#51 CC(=O)OCC(=O)NCc1ccc2c(c1)OCO2
→ 6	3	-0.1	4	-3	1	98	2.7	-4
#52 COc1ccccc1/C=C/C=c1\sc2nc(=O)c(Cc3ccccc3)nn2c1=O
→ -1	9	0.5	-10	20	7	92	1.7	-7
